D1 PAM: enhances dopamine response at the human D1 receptor | P21728 | HEK293 TREx D1 cells, calcium flux, dopamine EC20 potentiation | potentiation, % at 10 µM | 360,000 compounds, 0.036% hits | AID 504651; in the data active = potentiation above about 30%; also: 0% is about no effect
Target sequence (P21728 whole entry, looked up): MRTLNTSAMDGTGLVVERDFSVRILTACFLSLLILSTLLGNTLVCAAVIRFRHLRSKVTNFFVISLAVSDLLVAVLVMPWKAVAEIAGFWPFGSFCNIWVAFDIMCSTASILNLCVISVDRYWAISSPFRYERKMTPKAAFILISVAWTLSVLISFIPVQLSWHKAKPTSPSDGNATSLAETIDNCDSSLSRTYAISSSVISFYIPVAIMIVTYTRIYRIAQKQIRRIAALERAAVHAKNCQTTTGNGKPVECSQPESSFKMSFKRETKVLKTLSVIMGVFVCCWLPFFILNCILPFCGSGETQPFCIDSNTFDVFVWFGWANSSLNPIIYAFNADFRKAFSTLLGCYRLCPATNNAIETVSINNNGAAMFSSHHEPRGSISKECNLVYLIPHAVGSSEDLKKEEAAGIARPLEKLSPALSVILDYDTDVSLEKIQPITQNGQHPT
D2 PAM: positively modulates the human D2 dopamine receptor allosterically. P14416. HEK293 T-REx D2, calcium flux, EC20 dopamine potentiation. potentiation, % at 10 µM. 340,000 compounds, 0.34% hits;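 active = potentiation over 3 SD above the plate norm, cut at about 30% in these data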; also: 0% is about no effect
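Cells plated with tetracycline inducer and held overnight at 30 C; calcium dye loaded 30–90 min at room temperature; baseline taken, compound added and read 180 s; EC20 dopamine then added and read 180 s.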
D1 ag: activates the human D1 dopamine receptor. HEK293 T-REx D1 cells, calcium flux, agonist mode. 360,000 compounds, 1% hits. activation, % at 2 µM. P21728; in the data active = activation above about 30%; also: 0% is about no effect
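Tetracycline-induced HEK293 TREx D1 cells, force-coupled to calcium signalling, were dye-loaded with a no-wash calcium kit. Compound was pin-added after a 10 s baseline. Fluorescence was read kinetically at 1 cycle/s for 180 s, with calcium rises flagged as agonism.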
Vif-A3G inh: Vif-A3G binding inhibition; Q9HC16; Potency, µM (highest dose often 46.1 µM), for inactives: top-dose activity, negative = active, hits mostly inhibitors; 410,000 compounds, 0.076% hits; AID 602310; HeLa A3G-eYFP + Vif (tagged APOBEC3G with the HIV-1 protein that degrades it), YFP fluorescence, overnight;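 also: potency is read from the fitted curve at half-maximal effect; % is scaled to controls: 0 for no effect and ±100 for the full control effect; nearly all actives have a fitted effect of over 60% in size; hits raise eYFP signal because A3G escapes Vif-driven loss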
Target sequence (Q9HC16 whole entry, looked up): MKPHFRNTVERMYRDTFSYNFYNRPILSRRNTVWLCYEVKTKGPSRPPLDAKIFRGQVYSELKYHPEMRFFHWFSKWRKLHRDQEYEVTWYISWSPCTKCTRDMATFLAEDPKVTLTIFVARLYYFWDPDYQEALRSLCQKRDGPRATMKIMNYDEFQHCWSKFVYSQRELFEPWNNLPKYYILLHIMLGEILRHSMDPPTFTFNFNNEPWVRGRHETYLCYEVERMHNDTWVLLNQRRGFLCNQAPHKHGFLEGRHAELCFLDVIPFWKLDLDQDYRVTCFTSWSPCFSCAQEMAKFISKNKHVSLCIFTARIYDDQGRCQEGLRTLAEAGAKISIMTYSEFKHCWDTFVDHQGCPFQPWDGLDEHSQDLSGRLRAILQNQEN
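Read-out is eYFP fluorescence (Ex 488/Em 500-530) from Vif-expressing HeLa A3G-eYFP cells; more signal means A3G escaped Vif-mediated degradation. Cells plated overnight, compound pinned in, incubated overnight at 37 deg C.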
RXFP1 ag: agonists of human relaxin receptor RXFP1; HEK293T-RXFP1 cAMP TR-FRET, 30 min; response scale: percent of porcine relaxin response, buffer zero; 370,000 compounds, 0.3% hits; Q9HBX9; Potency, µM (titrated, usually from 57.5 µM), for the others: at the top dose activation, hits mostly activators; also: potency is read from the fitted curve at half-maximal effect; % is scaled to controls: 0 for no effect and ±100 for the full control effect; nearly all actives have a fitted effect of over 60% in size; many of its hits are not listed in these tables
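HEK293 cells stably expressing RXFP1, treated 30 min at 37C with compounds plus PDE4 inhibitor Ro 20174; cAMP measured by HTRF TR-FRET. Normalized to buffer and 29 nM porcine relaxin; EC50 by Hill fit.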
LDHA block: LDHA (human) enzyme inhibition. purified LDHA, NADH/diaphorase-resazurin fluorescence; stronger effect = lower value. activity change, % (values are at about 110 or 230 µM). 480,000 compounds, 0.15% hits. AID 1347041; in the data active = activity change below about -30%; inconclusive = mostly about -25% to -30%;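 also: plate controls were DMSO wells for no effect and wells without enzyme for full effect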
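Human LDH5 at 2 nM final in Tris HCl pH 7.4 with 0.06 mM NADH and 0.2 mM pyruvate, reacted 5 minutes at room temperature. Remaining NADH coupled via diaphorase/resazurin; resorufin fluorescence read at 0 and 20 minutes, normalized to enzyme-free and DMSO wells.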
Vif-APOBEC3F blk: inhibitors of Vif-A3F interaction. HeLa A3F-eYFP + Vif (tagged APOBEC3F with the HIV-1 protein that degrades it), YFP fluorescence increase. Potency, µM (doses to about 46.1 µM), for the others: top-dose activity, negative = active. 390,000 compounds, 0.2% hits; also: potency is read from the fitted curve at half-maximal effect; % of control where 0% means no effect; nearly all actives have a fitted effect of over 65% in size
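HeLa cells stably expressing A3F-eYFP plus Vif, plated and incubated overnight at 37 deg C, then exposed to compounds overnight at 37 deg C. Blocked degradation read as raised yellow fluorescence (Ex 488/Em 500-530).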
D1 antag: antagonists of human D1 dopamine receptor. HEK293 TREx D1 cells, calcium flux, dopamine EC80; stronger effect = lower value. activity change, negative = inhibition, % at 10 µM. P21728. 360,000 compounds, 3.2% hits; in the data active = activity change below about -30%; also: % is scaled to controls: 0 for no effect and ±100 for the full control effect
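Calcium flux readout: force-coupled, inducible Hek293 Trex D1 line, cells induced overnight at 30 C with tetracycline, dye-loaded 30–90 min at RT. Antagonism scored against EC80 dopamine challenge given 180 s after compound.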
Glioma ERSR ind: inducers of ER stress response in human glioma cells | 420,000 compounds, 0.02% hits | Potency, µM, for the others: at the highest dose activation, usual class: activators | AID 602332 | U87-MG GRP78 promoter luciferase reporter, 16 h; also: potency is read from the fitted curve at half-maximal effect; series mostly up to about 76 µM; % of control where 0% means no effect; nearly all actives have a fitted effect of over 35% in size
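Stably transfected U87-MG human glioma cells carrying a GRP78-based luminescent sensor were seeded at 1000 cells/well, pin-dosed with compounds and incubated 16 h. Luciferase reagent was then added, and end-point luminescence was read after 10 min at room temperature.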
An asterisk follows results filed as active; u = inconclusive; x = no result given. Unless noted, calls follow the shape of the dose curve; as a rule, active = well fitted curve in the direction sought with a large enough effect; inconclusive = small, poorly fitted or top-dose-only effect, or another doubt; inactive = no such curve, though single readings can be large; an effect the other way counts as inactive or inconclusive. These rows are one share of the data; count on the stated rates, not on these rows.

Second line of a record: D1 PAM	D2 PAM	D1 ag	Vif-A3G inh	RXFP1 ag	LDHA block	Vif-APOBEC3F blk	D1 antag	Glioma ERSR ind
> N#CCCN(C(=O)COC(=O)CCN=C1NS(=O)(=O)c2ccccc21)c1ccc(F)cc1
    -5.0	7.7	3.7	-0.9%	-0.3%	-6.6	5.8%	3.1	-2.8%
> Nc1nonc1C(=O)NCCNC(=O)c1cccc(Cl)c1
    -3.9	7.0	1.2	1.2%	2.1%	-5.2	-28.1%	1.6	-4.1%
> O=C(O)c1cc(-c2ccc(C(F)(F)F)cc2)nc2n[nH]c(-c3ccccc3)c12
    -3.0	6.9	20.2	-0.6%	-0.5%	-17.4	-0.7%	-3.1	2.8%
> O=C(NC(Cc1ccccc1)C(=O)NCCc1ccccn1)c1ccccc1 (centres undefined)
    2.8	-9.0	2.1	-5.2%	3.1%	-13.5	12.5%	-12.9	-3.2%
> Cc1ccc(NC(=O)CSc2nc(-c3cccs3)cc(C(F)(F)F)n2)cc1C
    -2.8	-6.1	6.6	u	24.0%	-13.6	-20.4%	2.4	-3.5%
> CN1CCN(Cc2nc3c(c(=O)n(C)c(=O)n3C)n2Cc2cccc3ccccc23)CC1
    -0.6	x	14.4	-4.3%	0.5%	7.2	8.1%	5.4	0.8%
> COc1ccc2[nH]cc(CCNC(=O)Nc3ccc(F)cc3)c2c1
    -2.7	-6.9	0.8	-1.6%	-0.2%	-0.3	-6.6%	-22.0	7.9%
> CN(CC(=O)Nc1ccccc1Cl)C(=O)CN1C(=O)C2CC=CCC2C1=O (centres undefined)
    x	x	x	9.2%	x	-5.0	-8.9%	x	-0.9%
> Cn1c(=O)c2sccc2n(CC(=O)NCCC2=CCCCC2)c1=O
    -3.2	-2.4	1.4	1.5%	4.1%	-1.4	0.2%	5.0	-6.5%
> CCCn1nnnc1NCc1c(Cl)cccc1Cl
    -3.2	2.9	2.4	-2.0%	1.9%	-5.7	u	-2.2	-5.0%
> Cc1ccc2c(c1)NC(=O)CC(c1ccccc1)=N2
    0.2	-2.1	1.0	0.2%	1.5%	0.8	-1.8%	21.0	3.4%
> CCOc1cc(C(=O)Nc2ccc(N3CCOCC3)cc2)cc(Br)c1OC
    -2.2	0.8	-0.2	u	0.4%	-1.5	-5.6%	9.2	-3.4%
> CCC(=O)C1=C(c2ccccc2)N(C(=O)CC)n2c(nnc2C2CCCCC2)S1
    -0.1	-5.7	1.6	8.1%	0.1%	-18.3	-7.0%	x	-2.7%
> N#C/C(=C\c1cc([N+](=O)[O-])ccc1Cl)C(N)=O
    -3.0	0.0	-0.3	u	-1.7%	5.6	-5.0%	7.4	-9.0%
> O=C(Nc1nc2c(s1)CCCC2)c1ccc(Br)o1
    -2.8	-14.2	-0.5	0.1%	0.2%	3.0	2.5%	-1.4	-5.8%

Single records, as listed above:
Entry for CCCn1nnnc1NCc1c(Cl)cccc1Cl : D1 PAM: -3.2; D2 PAM: 2.9; D1 ag: 2.4; Vif-A3G inh: -2.0%; RXFP1 ag: 1.9%; LDHA block: -5.7; Vif-APOBEC3F blk: u; D1 antag: -2.2; Glioma ERSR ind: -5.0%
Entry for CCOc1cc(C(=O)Nc2ccc(N3CCOCC3)cc2)cc(Br)c1OC : D1 PAM: -2.2; D2 PAM: 0.8; D1 ag: -0.2; Vif-A3G inh: u; RXFP1 ag: 0.4%; LDHA block: -1.5; Vif-APOBEC3F blk: -5.6%; D1 antag: 9.2; Glioma ERSR ind: -3.4%

An excerpt of the results above, as a working copy:
Second line of a record: D1 PAM	D2 PAM	D1 ag	Vif-A3G inh	RXFP1 ag	LDHA block	Vif-APOBEC3F blk	D1 antag	Glioma ERSR ind
> N#C/C(=C\c1cc([N+](=O)[O-])ccc1Cl)C(N)=O
    -3.0	0.0	-0.3	u	-1.7%	5.6	-5.0%	7.4	-9.0%
> O=C(Nc1nc2c(s1)CCCC2)c1ccc(Br)o1
    -2.8	-14.2	-0.5	0.1%	0.2%	3.0	2.5%	-1.4	-5.8%

Later entries
Second line of a record: D1 PAM	D2 PAM	D1 ag	Vif-A3G inh	RXFP1 ag	LDHA block	Vif-APOBEC3F blk	D1 antag	Glioma ERSR ind
> N#CCSc1nc2scc(-c3cccs3)c2c(=O)n1CCc1ccccc1
    -3.4	5.4	5.6	-4.6%	0.9%	-8.5	-3.2%	2.0	-4.4%
> O=C(Nc1ccc(F)c(F)c1)c1cc(S(=O)(=O)NC2CCCCCC2)ccc1F
    0.1	-8.7	0.0	-0.7%	0.5%	2.0	-9.4%	-10.2	-2.3%
> CCOC(=O)C1C2C=CC3(CN(c4ccccc4CC)C(=O)C13)O2 (centres undefined)
    x	x	x	0.0%	x	-3.0	-4.0%	x	1.3%
> FC(F)(F)c1ccc(N2CCN(Cc3ccc4c(c3)OCO4)CC2)nc1
    -1.1	-23.5	5.6	1.7%	-1.6%	5.2	-9.1%	-20.6	-3.2%
> CCN1C(=O)c2ccccc2S(=O)c2ccc(C(=O)N3CCN(c4ccc(F)cc4)CC3)cc21 (centres undefined)
    0.4	-9.6	0.7	0.3%	-0.9%	-1.4	-13.7%	10.4	-1.0%
> CC(=O)N(C(C)=O)n1c(/C=C/c2cccc([N+](=O)[O-])c2)nc2ccccc2c1=O
    -1.6	6.5	2.9	2.8%	-0.5%	0.3	3.0%	3.9	-4.3%
> COc1cc(OC)cc(C(=O)NC(C(=O)Nc2ccc3c(c2)CCC3)C(C)C)c1 (centres undefined)
    4.6	x	7.8	0.0%	2.0%	-1.2	2.3%	-1.1	-4.3%
> COC(=O)c1ccc(NC(=O)CCN2C(=O)C3C4CCC(C4)C3C2=O)cc1 (centres undefined)
    8.5	-4.5	0.9	-3.4%	2.5%	-1.5	-13.9%	-20.1	0.4%
> CC[n+]1c(/C=C/Nc2ccccc2)sc2ccccc21
    -2.6	-9.6	1.9	5.6%	-0.1%	-5.1	-15.4%	-3.9	-5.2%
> NC(=O)NCCCC(=O)OCC(=O)c1ccc2ccccc2c1
    -2.0	-0.3	1.7	1.7%	4.0%	-1.6	13.6%	-3.1	-1.3%
> CCCCOc1ccc(C(=O)Nc2cc(-c3ccc(C)cc3)no2)cc1
    0.9	-1.4	3.9	-1.1%	-0.3%	-4.5	0.0%	2.0	-2.6%
> Cc1ccc2nc(CSc3nnc(Nc4ccccc4F)s3)cc(=O)n2c1
    -4.7	x	-1.7	0.0%	2.8%	-1.8	-4.9%	13.2	2.3%
> CCS(=O)(=O)n1nc(-c2ccc(C)cc2)nc1N
    -4.9	-6.4	1.0	1.7%	-0.5%	-5.6	x	-0.2	-1.8%
> CN(C)C(=O)Nc1ccccc1CC[N+](=O)[O-]
    -0.9	-1.1	3.4	-0.2%	-0.8%	-1.2	12.3%	1.0	-1.1%
> CNC(=O)C1CCC(Cn2c(=O)c3sccc3n(Cc3ccccc3)c2=O)CC1 (centres undefined)
    -4.0	8.5	0.8	-0.3%	0.4%	-2.6	5.6%	-7.4	0.4%
> CC(C)[C@H](NC(=O)[C@@H]1Cc2c([nH]c3ccccc23)C2c3ccccc3C(=O)N21)C(=O)NCC1CCCO1 (some centres undefined)
    -2.6	3.9	0.3	-6.5%	2.3%	-2.2	1.3%	3.5	-3.9%
> CCc1[nH]c(=O)c(C#N)c2c1CCCC2
    -1.1	-2.8	3.8	-0.3%	0.3%	-1.1	-14.1%	2.2	0.7%
> CC(CCC(=O)NN)C1CCC2C3CCC4CC(O)CCC4(C)C3CCC12C (centres undefined)
    x	x	x	-1.1%	x	2.2	4.2%	x	-6.0%
> C=CCNC(=S)Nc1ccc(C)c(S(=O)(=O)N2CCCCC2)c1
    1.5	-0.8	24.2	1.4%	1.0%	-9.2	1.3%	-14.5	-4.4%
> COc1ccc(C(=O)NCC(c2ccc3c(c2)OCO3)N2CCN(c3ccccc3F)CC2)cc1 (centres undefined)
    -4.2	-8.2	1.5	4.1%	0.3%	2.5	2.9%	4.5	-3.6%
> O=C(Cn1cc2c(n1)CCCCC2)NCc1ccccc1
    x	14.3	2.7	-7.8%	2.1%	-2.8	-3.6%	8.0	0.3%
> CC1(C(=O)O)CCC(C(=O)NC2CCCCCC2)C1(C)C (centres undefined)
    -2.1	-1.6	-0.6	0.7%	-1.7%	-3.8	1.0%	16.1	-3.5%
> COc1ccccc1C(C)NS(=O)(=O)c1ccc(Cl)nc1 (centres undefined)
    -2.6	4.6	0.3	2.7%	-0.9%	-5.4	2.6%	-18.2	-4.9%
